T cell modulator – T cell immune modulators affecting CD8 T cell-vesicle binding; 2C CD8+ T cell-vesicle binding, flow cytometry; stronger effect = lower value; calls only at 7 µM; 330,000 tested, 0.068% active;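 active means response, share of CD8 T cells binding vesicles, and their 90th percentile fluorescence all below set limits, cut at about 80% in these data, passing the limit was not always enough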
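incubation = binding step 1.5 h, 37 °C, antibody labelling 20 min, ice | test system = 2C mouse CD8+ T cells | read-out basis = percent CD8+ FL2 mean versus row control | controls = Peptide-free naked vesicles (low) and QL9 vesicles with 0.7% DMSO vehicle (high) | detection = flow cytometry of vesicle-bound cells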
T cell modulator vesicle-bound % – second read-out of T cell modulator, no call of its own (marks repeat the call); double positive events, %; measured here: CD8+ vesicle-bound cell fraction;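 binding gate set so that unloaded-vesicle control wells show 10% double positive cells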
Numbers without * were called inactive; i = inactive. An excerpt, so the mix of outcomes need not match the whole.

Values run as follows: T cell modulator, T cell modulator vesicle-bound %
COc1ccc(N(C)S(=O)(=O)c2cccc(C(=O)OCC(=O)c3c(N)n(C)c(=O)n(C)c3=O)c2)cc1
→ i, 55
O=C(CN1CCN(C(=O)c2ccc(OCc3cn4ccccc4n3)cc2)CC1)Nc1cccc(F)c1
→ i, 30
O=C(COC(=O)c1c[nH]c2ccccc12)Nc1ccc([N+](=O)[O-])cc1
→ i, 48
Cc1cccc(C)c1NC(=O)CNC(=O)c1ccc2c(c1)NC(=O)CS2
→ i, 50
C[C@H](CO)N1C[C@H](C)[C@@H](CN(C)Cc2ccncc2)Oc2c(NS(=O)(=O)c3cn(C)cn3)cccc2C1=O
→ i, 15
CC(=O)N1CCN(C(=O)COC(=O)CNC(=O)c2ccc(C)cc2)CC1
→ i, 43
CC(C)(C)C(=O)Nc1ccccc1C(=O)NCCC(=O)Nc1ccccc1
→ i, 44
Cc1ccc(S(=O)(=O)CCC(=O)OCCOc2cccc(Br)c2)cc1
→ i, 30
O=C(Nc1ccccc1)Nc1ccc(Nc2ccccc2)cc1
→ i, 54
Cc1ccc(CN2C(=O)C(CC(C)C)Nc3ncnc(N4CCN(c5ccccc5)CC4)c32)cc1 (stereo not drawn)
→ i, 17
O=C1CC(c2cccc(O)c2)Oc2ccccc21 (stereo not drawn)
→ i, 23
O=C(OCC(=O)N1CCC(Cc2ccccc2)CC1)c1cccnc1Cl
→ i, 26
Cc1noc(C)c1NC(=O)Nc1ccc2c(c1)CC(=O)N([C@@H](C)CO)C[C@@H](C)[C@@H](CN(C)C(=O)Nc1cccc3ccccc13)O2
→ i, 12
O=C(COC(=O)CC1CC2CCC1C2)NCc1ccccc1 (stereo not drawn)
→ i, 41
CCCn1c(N)c(C(=O)CN2CCN(S(=O)(=O)c3cccc(Cl)c3)CC2)c(=O)[nH]c1=O
→ i, 54
COc1cc(OC)c(N(C)S(=O)(=O)c2cccc(C(=O)Nc3nc(C)cs3)c2)cc1Cl
→ i, 44
COc1ccccc1N1CCN(C(=O)c2ccc3c(=O)n4c(nc3c2)CCCCC4)CC1
→ i, 49
Brc1ccccc1-n1nnc(-c2cnc3ccccc3c2)n1
→ i, 35
O=C(COC(=O)c1ccc(F)c(S(=O)(=O)N2CCOCC2)c1)NCc1ccccc1
→ i, 37
Cc1ccc(S(=O)(=O)N2CCCCC2)cc1NC(=O)COC(=O)c1ccc(=O)[nH]c1
→ i, 50
C#CCOCCOCCOCCNc1nc(N2CCN(C(=O)[C@H](CCC(=O)O)n3cc([C@@H](N)[C@H](C)CC)nn3)CC2)nc(N2CCN(C(=O)[C@H](CCC(=O)O)n3cc([C@@H](N)CC(N)=O)nn3)CC2)n1
→ i, 10
COc1ccc(CN(C)C(=O)Cc2ccc(OC)c(S(=O)(=O)N3CCOCC3)c2)cc1OC
→ i, 45
C[C@H]1COC(=O)[C@@H](CC(=O)OC(C)(C)C)C/C=C\C[C@@H](CC(=O)N(CCO)Cc2ccccc2)C(=O)N1
→ i, 10
Cc1ccc(S(=O)(=O)N2CCN(C(C)C(=O)NCC(C)c3ccccc3)CC2)cc1 (stereo not drawn)
→ i, 42
COc1ccc(-c2oc3ccccc3c2C#Cc2cncn2C)cc1
→ i, 37
O=C(N[C@@H](CO)C(=O)NCc1ccccc1)c1ccc(C(F)(F)F)cc1
→ i, 7
Cc1ccccc1CC(=O)OCC(=O)Nc1ccc(C)c(S(=O)(=O)N2CCCCC2)c1
→ i, 26
COc1ccc(C(=O)O)cc1S(=O)(=O)Nc1ccccc1C(=O)NCc1ccc2c(c1)OCO2
→ i, 49
Cc1c(NC(=O)COC(=O)/C=C/c2cccc(Cl)c2)c(=O)n(-c2ccccc2)n1C
→ i, 35
CCOC(=O)C1=C(C)Nc2ccccc2N=C1NC(=O)c1oc2ccccc2c1COC
→ i, 27
COc1ccc(CCNC(=O)COC(=O)/C=C/c2ccc3c(c2)OCO3)cc1
→ i, 12
Cc1ccc(S(=O)(=O)NCC(=O)OCC(=O)Nc2ccc(C)c(S(=O)(=O)N3CCOCC3)c2)cc1
→ i, 38
Cc1cc(C(=O)NN=Cc2ccc(-c3ccc(F)cc3)o2)c(C)o1
→ i, 52
Cc1ccc(NC(=O)C(c2ccccc2)N2CCN(CC(=O)N3CCOCC3)CC2)cc1 (stereo not drawn)
→ i, 38
C[C@H](NC(=O)c1ccccc1Cl)C(=O)OCC(=O)N1CCN(c2ccccc2)CC1
→ i, 39
Cc1ccc2nc(-c3cccc(SC4CCCCC4)c3)c(NC3CCCCC3)n2c1
→ i, 4
Cc1ccc(S(=O)(=O)N(C)CC(=O)NNC(=O)CCC(=O)c2ccc(F)cc2)cc1
→ i, 42
O=C1CC/C=C\C[C@@H](CC(=O)N(CCO)Cc2ccccc2)C(=O)NC[C@@H](c2ccccc2)O1
→ i, 27
O=C(CSc1nnc(Cc2cccs2)n1C1CC1)NC1CCS(=O)(=O)C1 (stereo not drawn)
→ i, 37
C=CC[C@@H](Cc1ccc(F)cc1)C(=O)OC[C@@H]1CCCN1C(=O)[C@@H](CC=C)CC(=O)N[C@H](CO)Cc1ccccc1
→ i, 6
Cc1cccc(CNc2ncnc3ccc(-c4ccc5c(c4)OCO5)cc23)c1
→ i, 9
CCOc1ccc(Br)cc1S(=O)(=O)NC1=NCCCCC1
→ i, 31
COc1ccc(Cl)cc1C(=O)NNC(=O)c1cccs1
→ i, 48
COc1ccc(NC(=O)c2sc3nc(C)cc(C)c3c2N)c(OC)c1
→ i, 21
NS(=O)(=O)c1ccc(NC(=O)COC(=O)Cn2cnc3ccccc3c2=O)cc1
→ i, 50
Cn1c(SCC(=O)NCC2COc3ccccc3O2)nnc1C(F)(F)F (stereo not drawn)
→ i, 12
Cn1c(SCC(=O)NC2CCCC2)nnc1C(F)(F)F
→ i, 9
Cc1ccccc1-c1cc(C(=O)NCc2ccco2)nn1CC1CC(c2cccc([N+](=O)[O-])c2)=NO1 (stereo not drawn)
→ i, 10
COC(=O)C1=C(C)N(Cc2ccccc2)C(=NCC2CC2)N[C@H]1c1ccccc1
→ i, 31
CC[C@]12c3[nH]c4ccccc4c3CCN1C(=O)C(CC(=O)NCCCN(C)C)C[C@@H]2C(=O)N1CCN(C(=O)C2CC2)CC1 (stereo partly drawn)
→ i, 10
C=CCn1c(/N=C/c2ccc(OC)cc2)nc2ccccc21
→ i, 40
CC(C)C[C@H]1CN=C(N(C)C)N1CCc1cccc(F)c1
→ i, 11
CCc1ccc2c(c1)C(=O)C[C@]1(CCC[C@H](C)C1)O2
→ i, 28
COc1ccc(OC)c(NC(=O)CN2c3cccc4cccc(c34)S2(=O)=O)c1
→ i, 9
COc1cc(NC(=O)COC(=O)c2cc(S(=O)(=O)N3CCOCC3)ccc2F)cc(OC)c1
→ i, 37
COc1ccc(/C=C2\Oc3cc(OCC(=O)N4CCC[C@H]4C(=O)O)ccc3C2=O)cc1OC
→ i, 21
CCOC(=O)[C@H]1[C@H]2COc3ccc(OC)cc3[C@@H]2N2C(=O)CN(Cc3ccccc3)C(=O)[C@@]12C
→ i, 27
CC1CCCC(C)N1C(=O)CSc1nnc(-c2ccco2)n1C (stereo not drawn)
→ i, 43
CCC(=O)c1ccc(OCC(=O)Nc2ccccc2N2CCOCC2)cc1
→ i, 31
O=C(CN1C(=O)NC2(CCCC2)C1=O)Nc1cc(S(=O)(=O)N2CCCCC2)ccc1Cl
→ i, 5

Other structures follow.
Values run as follows: T cell modulator, T cell modulator vesicle-bound %
O=C(CC1(CC(=O)N2CCOCC2)CCCC1)Nc1ccc(F)cc1
→ i, 36
Cc1ccc(S(=O)(=O)CCC(=O)OCC(=O)c2cc(C)n(C)c2C)cc1
→ i, 50
Cc1cn([C@H]2C[C@H](O)[C@@H](COS(=O)(=O)O)O2)c(=O)[nH]c1=O
→ i, 8
CC(C(=O)N1CCCC1)N1CCN(S(=O)(=O)c2ccc(OC(F)(F)F)cc2)CC1 (stereo not drawn)
→ i, 43
O=C(Cc1ccccc1F)Nc1cc(S(=O)(=O)N2CCOCC2)ccc1N1CCCC1
→ i, 26
COc1ccc(NS(=O)(=O)c2cc(N)ccc2N2CCCC2)cc1
→ i, 32
COc1cc(OC)cc(-c2c(C#Cc3ccsc3)c3cc(-c4ccc(OC)c(F)c4)ccc3n2C)c1
→ i, 20
CC1(C)C(=O)Nc2ccccc2N1C(=O)COC(=O)c1cccnc1
→ i, 47
Cc1ccc(C)c(NC(=O)COC(=O)CC2CC3CCC2C3)c1 (stereo not drawn)
→ i, 34
Cc1nn(C)cc1C(=O)c1ccccc1
→ i, 14
O=C(Nc1nc2ccc(Cl)cc2s1)C1CC1
→ i, 45
CN(CC(=O)Nc1ccc(Cl)c(Cl)c1)CC(=O)Nc1ccc2c(c1)OCO2
→ i, 42
Cc1cccc(OC(C)C(=O)OCC(=O)Nc2sccc2C(N)=O)c1 (stereo not drawn)
→ i, 5
CCCCc1nnc(NC(=O)c2ccc(S(=O)(=O)N3CCOCC3)cc2)s1
→ i, 41
CC(=O)OC(C)=O
→ i, 43
O=C(CN1C(=O)NC(Cc2ccccc2)C1=O)Nc1ccc(OC(F)(F)F)cc1 (stereo not drawn)
→ i, 24
Cc1ccccc1-c1cc(C(=O)NCc2ccc(OC(F)(F)F)cc2)nn1CC1CC(c2cccc([N+](=O)[O-])c2)=NO1 (stereo not drawn)
→ i, 7
COc1ccc(NC(=O)N(C)C[C@H]2Oc3ccc(NC(=O)Nc4ccc(C(F)(F)F)cc4)cc3C(=O)N([C@H](C)CO)C[C@@H]2C)cc1
→ i, 18
COc1ccc(CC(=O)Nc2nc(C)cs2)cc1S(=O)(=O)N1CCOCC1
→ i, 34
CN(Cc1ccco1)c1ncnc2ccc(-c3ccc4c(ccn4C)c3)cc12
→ i, 15
COc1ccc(-c2cc(-c3nc4ccccn4c3NCc3ccccc3)ccc2OC)cc1
→ i, 13
Cc1[nH]c2ccccc2c1C(=O)COC(=O)c1nccnc1N
→ i, 38
COc1ccc(-n2nnnc2SCC(=O)Nc2c(C)n[nH]c2C)cc1
→ i, 17
Cc1cc(C(=O)Nc2sccc2C(N)=O)c(C)o1
→ i, 31
O=C(OCC(=O)N1CCc2ccccc21)c1n[nH]c(=O)c2ccccc12
→ i, 25
CN(CC(=O)Nc1ccc(F)cc1)C(=O)CSc1ccc2c(c1)OCCO2
→ i, 39
CC(=O)c1cc2ccccc2oc1=O
→ i, 17
COc1ccc(CCNC(=O)CN2C(=O)NC3(CCc4ccccc43)C2=O)cc1 (stereo not drawn)
→ i, 20
CSc1ccc(CN(C)CC(=O)NC(=O)NCCC2=CCCCC2)cc1
→ i, 44
O=C(Nc1ccc(C(F)(F)F)cc1)C1CCCCN1S(=O)(=O)c1ccccc1 (stereo not drawn)
→ i, 29
O=C(COC(=O)CCc1ccccc1)NCc1ccccc1
→ i, 53
CC(NC(=O)/C(C#N)=C/c1ccc(C(=O)O)cc1)c1ccccc1 (stereo not drawn)
→ i, 30
O=c1ccc(S(=O)(=O)N2CCCC2)cn1Cc1ccc(Cl)cc1Cl
→ i, 31
COc1ccc2c(-c3ccc(S(N)(=O)=O)cc3)c(-c3ccc(S(C)(=O)=O)cc3)sc2c1
→ i, 14
O=C(CCNC(=O)c1ccc([N+](=O)[O-])cc1)Nc1ccc(Cl)c(S(=O)(=O)N2CCOCC2)c1
→ i, 31
CC1CN(c2nc3ccccc3nc2NS(=O)(=O)c2ccccc2)CC(C)O1 (stereo not drawn)
→ i, 36
C(CCCN1CCCCC1)CCN1CCCCC1
→ i, 26
CCN1C(=O)[C@H]2[C@@H](c3ccc(-c4cccc(Cl)c4)cc3)N[C@@](CC(C)C)(C(=O)OC)[C@H]2C1=O
→ i, 9
ClC1CCCCC1n1nnc2ccccc21 (stereo not drawn)
→ i, 38
CCc1noc(C)c1C(=O)NNC(=O)c1ccccc1Cl
→ i, 17
O=C1c2ccccc2S(=O)(=O)c2cc(C(=O)N3CCCC3)ccc21
→ i, 54
O=C1CC[C@@H](O)CCN1CC[C@H](Sc1ccc(Br)cc1)c1ccccc1
→ i, 23
COc1ccccc1-c1sc2cc3c(cc2c1C#Cc1cncn1C)OCO3
→ i, 0
COC(=O)c1ccc(CNC(=O)CSC(C)C(=O)Nc2cc(C)on2)cc1 (stereo not drawn)
→ i, 44

Compounds listed so far with a Cl atom, in the order listed:
Values run as follows: T cell modulator, T cell modulator vesicle-bound %
O=C(OCC(=O)N1CCC(Cc2ccccc2)CC1)c1cccnc1Cl
→ i, 26
CCCn1c(N)c(C(=O)CN2CCN(S(=O)(=O)c3cccc(Cl)c3)CC2)c(=O)[nH]c1=O
→ i, 54
COc1cc(OC)c(N(C)S(=O)(=O)c2cccc(C(=O)Nc3nc(C)cs3)c2)cc1Cl
→ i, 44
Cc1c(NC(=O)COC(=O)/C=C/c2cccc(Cl)c2)c(=O)n(-c2ccccc2)n1C
→ i, 35
C[C@H](NC(=O)c1ccccc1Cl)C(=O)OCC(=O)N1CCN(c2ccccc2)CC1
→ i, 39
COc1ccc(Cl)cc1C(=O)NNC(=O)c1cccs1
→ i, 48
O=C(CN1C(=O)NC2(CCCC2)C1=O)Nc1cc(S(=O)(=O)N2CCCCC2)ccc1Cl
→ i, 5
O=C(Nc1nc2ccc(Cl)cc2s1)C1CC1
→ i, 45
CN(CC(=O)Nc1ccc(Cl)c(Cl)c1)CC(=O)Nc1ccc2c(c1)OCO2
→ i, 42
O=c1ccc(S(=O)(=O)N2CCCC2)cn1Cc1ccc(Cl)cc1Cl
→ i, 31
O=C(CCNC(=O)c1ccc([N+](=O)[O-])cc1)Nc1ccc(Cl)c(S(=O)(=O)N2CCOCC2)c1
→ i, 31
CCN1C(=O)[C@H]2[C@@H](c3ccc(-c4cccc(Cl)c4)cc3)N[C@@](CC(C)C)(C(=O)OC)[C@H]2C1=O
→ i, 9
ClC1CCCCC1n1nnc2ccccc21 (stereo not drawn)
→ i, 38
CCc1noc(C)c1C(=O)NNC(=O)c1ccccc1Cl
→ i, 17

From PubChem BioAssay
